GPR55 beta-arrestin: selective activators of receptor GPR55 – imaging, U2OS cells, beta-arrestin-GFP redistribution, primary screen (AID 1961); U2OS GPR55 beta-arrestin-GFP redistribution imaging; higher % means a stronger effect; hit rate 0.048% among 290,000; one-dose activation, % at 10 µM; EC50 in µM for titrated hits;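 active = activation above 40% with more than 50 cells counted in the well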;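 note: U2OS osteosarcoma cells stably expressing GPR55 and beta-arrestin-GFP; plate controls were DMSO negative control for no effect and LPI positive control for full effect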
GPR55 LPI antagonism: inhibition of LPI-stimulated GPR55 beta-arrestin translocation – imaging, U2OS, beta-arrestin-GFP, LPI agonist, primary screen (AID 2013); hit rate 0.13% among 290,000; U2OS GPR55 beta-arrestin-GFP translocation imaging, LPI antagonism; higher % means a stronger effect; inhibition, % at 10 µM, or IC50 in µM where a hit was titrated;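 active = spots per cell inhibited over 60%, with over 100 cells counted and total cytoplasm intensity under 500,000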;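 note: U2OS cells stably carrying GPR55 and arrestin-GFP stimulated by 5 µM LPI near EC80; imaged beta-arrestin-GFP aggregate spots per cell after agonist stimulation; plate controls were LPI-stimulated DMSO wells for no effect and DMSO wells without LPI for full effect; some results filed as inactive read as strong as hits; confirmed hits need IC50 under 10 µM and bright autofluorescent wells are also inconclusive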
SIAH1 antagonists: Siah-1 peptide-binding antagonists, primary screen, biochemical, fluorescence polarization, rhodamine-plectin, uHTS (AID 1817) | hit rate 0.02% among 290,000 | Siah-1 / rhodamine-plectin peptide fluorescence polarization; higher % means a stronger effect | displacement, % at 20 µM; hits with a dose series show IC50 in µM;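 active = displacement of at least 50% at 20 µM, with a fluorescence ratio check between 0.3 and a set limit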;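 note: plate controls were Siah plus tracer with DMSO for no effect and tracer alone without Siah for full effect; strong numbers were not always called active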
KOR beta-arrestin-1: kappa opioid receptor blockers – cell-based, luminescence, uHTS (AID 1778); inhibition, % at 10 µM; hits with a dose series show IC50 in µM; hit rate 0.091% among 290,000; KOR beta-arrestin recruitment, luminescence, antagonist mode; higher % means a stronger effect; in the data active = inhibition above about 50%; note: strong numbers were not always called active
AID2073: disruptors of CaV2.2 binding to Mint1 – biochemical, HTRF (AID 2073). hit rate 0.19% among 290,000. one-dose inhibition, % at 20 µM; IC50 in µM for titrated hits. HTRF protein-protein interaction, Mint1-CaV2.2; higher % means a stronger effect; in the data active = inhibition mostly above about 51%, no sharp cut-off; note: some results filed as inactive read as strong as hits
NOD1 inhibition: inhibition of NOD1-driven NF-kB reporter – cell-based, luminescence, uHTS, primary screen (AID 1578). one-dose inhibition, % at 4 µM; EC50 in µM for titrated hits. NOD1-driven NF-kB luciferase reporter cells, luminescence; higher % means a stronger effect. hit rate 1% among 290,000; in the data active = inhibition mostly above about 36%, no sharp cut-off; inactive = mostly below about 34%;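 note: HEK-293T reporter cells stimulated with the NOD1 agonist gamma-tri-DAP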
GPR35 arrestin U2OS: inhibition of zaprinast-stimulated GPR35 beta-arrestin translocation – imaging, U2OS, beta-arrestin-GFP, zaprinast agonist, primary screen (AID 2058). inhibition, % at 10 µM; hits with a dose series show IC50 in µM. hit rate 0.052% among 290,000. U2OS GPR35 beta-arrestin-GFP translocation imaging, zaprinast antagonism; higher % means a stronger effect;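 active = inhibition of at least 50% with at least 30 cells and total cytoplasm GFP at most 10,000,000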
HIV peptide binding: inhibitors of HIV fusion peptide binding, primary screen, biochemical, uHTS, fluorescence dequenching (AID 1986); inhibition, % at 20 µM; hits with a dose series show IC50 in µM; hit rate 0.3% among 290,000; cell-free peptide binding, fluorescence dequenching, 30 min; higher % means a stronger effect; in the data active = inhibition mostly above about 52%, no sharp cut-off; inactive = mostly below about 76%; note: some results filed as inactive read as strong as hits
KOR beta-arrestin-2: kappa opioid receptor activators – cell-based, luminescence, uHTS, primary screen (AID 1777) | KOR beta-arrestin recruitment, luminescence; higher % means a stronger effect | one-dose activation, % at 10 µM; EC50 in µM for titrated hits | hit rate 0.02% among 280,000; in the data active = activation above about 50%, passing the limit was not always enough; note: a part of the inactive calls stands beside numbers as strong as those of hits
Starred values were filed as active, the others as inactive; . = not tested or not shown; [ ] = remark or other dose. A portion of the library; rates above refer to the full screens.

no.	GPR55 beta-arrestin	GPR55 LPI antagonism	SIAH1 antagonists	KOR beta-arrestin-1	AID2073	NOD1 inhibition	GPR35 arrestin U2OS	HIV peptide binding	KOR beta-arrestin-2	structure
1	-0.2%	9%	-2%	-26%	2%	-10%	3%	2.5%	-1.3%	CC1Cc2ccccc2N1C(=O)CNCCCN(C)C (configuration not stated)
2	0.2%	0%	-2%	4%	39%	-28%	-5%	-2.0%	-4.5%	O=C(CO/N=C1\CCCc2nonc21)Nc1ccccc1Cl
3	0.0%	-11%	-7%	-18%	8%	-4%	-1%	8.5%	-0.4%	Cc1cccc(-n2c(O)c(/C=N/NC(=O)c3ccccc3Cl)c3ccccc3c2=O)n1
4	0.3%	-6%	1%	-40%	8%	-21%	-6%	2.2%	-0.2%	O=S(Cc1ccc(Cl)cc1)CC(O)(c1ccccc1)c1ccccc1 (configuration not stated)
5	-1.1%	-20%	7%	-4%	-3%	4%	-1%	0.3%	-1.4%	COC(=O)c1cc(C#N)c(OC)nc1C
6	-0.1%	8%	-8%	10%	-5%	-5%	5%	-2.0%	2.2%	O=C(Nc1ccccc1-c1ccccc1)c1cccc([N+](=O)[O-])c1
7	-0.1%	12%	6%	-8%	-8%	-19%	2%	3.4%	-7.4%	N#Cc1cc(-c2ccccc2)nnc1Sc1ccccc1
8	0.3%	-3%	8%	14%	-1%	-18%	-21%	-0.3%	-2.7%	CN(C)C(=O)N1CCCC(C(=O)NCc2cccs2)C1 (configuration not stated)
9	0.3%	-4%	-1%	-28%	-17%	-36%	1%	-1.1%	-3.6%	CCc1cc(SC#N)cc(C)c1N
10	-0.4%	12%	4%	-5%	5%	-25%	-10%	-1.1%	-0.1%	COC(=O)c1ccccc1NS(=O)(=O)c1ccc(Cl)nc1
11	0.8%	6%	4%	-17%[20 µM]	12%	6%	7%	-1.5%	.	COC(=O)C(=C/C(C)=C/c1cccnc1)C(=O)OC
12	0.3%	10%	-2%	25%	-8%	-46%	-12%	-2.5%	-3.9%	CSc1ccc(CNc2ccc(C)cc2)cc1
13	0.3%	-1%	1%	-6%	0%	-11%	0%	0.1%	6.1%	O=C(NCCCN1CCOCC1)c1cc2c(s1)CCC2
14	0.6%	-2%	-3%	-36%	19%	-41%	2%	1.4%	-3.6%	O=C(CN1C(=O)c2ccccc2C1=O)Nc1ccc(N2CCOCC2)cc1
15	-0.3%	8%	0%	7%	-4%	-12%	3%	-1.0%	-3.4%	Cc1ccccc1OCC(=O)Nc1ccccc1N1CCOCC1
16	0.0%	-4%	-8%	13%	2%	7%	0%	-0.6%	-2.1%	CCN(CC)C(=O)CSc1nnc(-c2ccc(S(=O)(=O)N3CCCC3)cc2)o1
17	-0.6%	-6%	-2%	-4%	16%	28%	-16%	-1.0%	2.7%	CCOc1ccc(CCNC(=O)c2cc3c(C)nccc3[nH]c2=O)cc1OCC
18	0.3%	23%	2%	28%	10%	-9%	-6%	3.4%	0.2%	N#CC(C(=O)NC1CCCCC1)c1nc2ccccc2nc1N1CCN(c2ccc(F)cc2)CC1 (configuration not stated)
19	-0.6%	9%	47%	0%	24%	-34%	-2%	20%	-4.9%	O=C(CSc1nc2ccsc2c(=O)n1CC1CCC(C(=O)O)CC1)c1ccc(Cl)cc1 (configuration not stated)
20	-0.1%	9%	-2%	10%	-18%	-101%	18%	-4.2%	-0.8%	Cc1csc(NC(=O)CSc2nsc(SCC(=O)Nc3nc(C)cs3)c2C#N)n1

Shown with bars between the fields: entries from further up
# | Compound | GPR55 beta-arrestin | GPR55 LPI antagonism | SIAH1 antagonists | KOR beta-arrestin-1 | AID2073 | NOD1 inhibition | GPR35 arrestin U2OS | HIV peptide binding | KOR beta-arrestin-2
11 | COC(=O)C(=C/C(C)=C/c1cccnc1)C(=O)OC | 0.8% | 6% | 4% | -17%[20 µM] | 12% | 6% | 7% | -1.5% | .
12 | CSc1ccc(CNc2ccc(C)cc2)cc1 | 0.3% | 10% | -2% | 25% | -8% | -46% | -12% | -2.5% | -3.9%
13 | O=C(NCCCN1CCOCC1)c1cc2c(s1)CCC2 | 0.3% | -1% | 1% | -6% | 0% | -11% | 0% | 0.1% | 6.1%
14 | O=C(CN1C(=O)c2ccccc2C1=O)Nc1ccc(N2CCOCC2)cc1 | 0.6% | -2% | -3% | -36% | 19% | -41% | 2% | 1.4% | -3.6%
15 | Cc1ccccc1OCC(=O)Nc1ccccc1N1CCOCC1 | -0.3% | 8% | 0% | 7% | -4% | -12% | 3% | -1.0% | -3.4%
16 | CCN(CC)C(=O)CSc1nnc(-c2ccc(S(=O)(=O)N3CCCC3)cc2)o1 | 0.0% | -4% | -8% | 13% | 2% | 7% | 0% | -0.6% | -2.1%

5 compounds out of the list above, sorted by the value under GPR55 LPI antagonism, rising:
no.	GPR55 beta-arrestin	GPR55 LPI antagonism	SIAH1 antagonists	KOR beta-arrestin-1	AID2073	NOD1 inhibition	GPR35 arrestin U2OS	HIV peptide binding	KOR beta-arrestin-2	structure
5	-1.1%	-20%	7%	-4%	-3%	4%	-1%	0.3%	-1.4%	COC(=O)c1cc(C#N)c(OC)nc1C
17	-0.6%	-6%	-2%	-4%	16%	28%	-16%	-1.0%	2.7%	CCOc1ccc(CCNC(=O)c2cc3c(C)nccc3[nH]c2=O)cc1OCC
16	0.0%	-4%	-8%	13%	2%	7%	0%	-0.6%	-2.1%	CCN(CC)C(=O)CSc1nnc(-c2ccc(S(=O)(=O)N3CCCC3)cc2)o1
11	0.8%	6%	4%	-17%[20 µM]	12%	6%	7%	-1.5%	.	COC(=O)C(=C/C(C)=C/c1cccnc1)C(=O)OC
10	-0.4%	12%	4%	-5%	5%	-25%	-10%	-1.1%	-0.1%	COC(=O)c1ccccc1NS(=O)(=O)c1ccc(Cl)nc1

Following part.
no.	GPR55 beta-arrestin	GPR55 LPI antagonism	SIAH1 antagonists	KOR beta-arrestin-1	AID2073	NOD1 inhibition	GPR35 arrestin U2OS	HIV peptide binding	KOR beta-arrestin-2	structure
21	0.0%	0%	4%	-4%	9%	-17%	-5%	-1.8%	-3.0%	COc1ccc(-c2nn(-c3ccccc3)cc2C(=O)Nc2nccs2)cc1
22	-0.3%	-30%	4%	-8%	26%	-2%	-1%	-0.4%	2.3%	CCn1nc(NC(=O)C2CCCO2)c2cc3cccc(C)c3nc21 (configuration not stated)
23	0.0%	-7%	0%	-16%	4%	12%	-14%	-1.5%	-2.1%	O=[N+]([O-])c1ccc(NCc2ccncc2)cc1
24	0.8%	16%	13%	17%	2%	-6%	5%	0.7%	-2.3%	CSCCC(NC(=O)c1ccc(Cl)cc1Cl)C(=O)OCC(N)=O (configuration not stated)
25	-0.4%	5%	1%	4%	-1%	-16%	-9%	-0.3%	2.7%	Cc1cccc(C)c1-n1nnnc1S(=O)(=O)Cc1ccccc1Cl
26	-0.1%	-9%	-2%	-58%	1%	42%	22%	2.7%	3.0%	Cc1ccc(-n2ncc3c(N4CCN(c5ccccc5)CC4)ncnc32)c(C)c1
27	-0.1%	1%	5%	-24%	-6%	-3%	20%	-2.1%	4.5%	Cc1cnc(C(=O)OCC(=O)Nc2cccc(Cl)c2)cn1
28	-0.1%	3%	-4%	1%	1%	0%	4%	0.2%	4.9%	COC(=O)C1C(=O)CC(C)(O)C(C(=O)OC)C1/C=C/c1ccccc1 (configuration not stated)
29	-0.2%	18%	3%	-9%	-9%	-18%	-1%	0.8%	2.3%	COc1cccc(-n2c(N)cc(=O)nc2SCC(=O)N2CCN(c3ccccc3)CC2)c1
30	-0.1%	-8%	6%	17%	0%	3%	5%	31%	-5.1%	Cn1c(SCC(=O)Nc2cccc(O)c2)nnc1-c1ccc(S(=O)(=O)N2CCOCC2)cc1
31	-0.3%	-2%	1%	4%	-9%	-12%	-8%	-1.2%	-0.2%	COc1ccc(NC(=S)N2CCc3ccccc3C2)cc1OC
32	0.1%	3%	-5%	-31%	3%	-27%	9%	-0.4%	1.4%	O=C(CCCn1cnc([N+](=O)[O-])n1)Nc1ccc(F)c(Cl)c1
33	0.0%	9%	7%	10%	-7%	-8%	7%	-0.9%	4.3%	COC(=O)[C@H](C)NC(=O)NCc1ccccc1
34	-0.2%	8%	4%	3%	18%	-2%	-12%	1.7%	3.6%	N#Cc1ccc(CSc2nnc(Nc3ccccc3)s2)cc1
35	0.2%	4%	2%	5%	-7%	-54%	-3%	0.9%	-5.3%	COC(=O)c1sc(NC(=O)CSc2nnnn2C)nc1C
36	-0.1%	-3%	-2%	-62%	12%	.	4%	-4.7%	3.1%	O=c1c2ccc(Cl)cc2nc(-c2cccc(C(F)(F)F)c2)n1O
37	0.3%	3%	3%	-4%	6%	-26%	7%	-1.4%	-5.9%	CCC(C)(C)n1nnnc1C(c1ccncc1)N1CCC(C)CC1 (configuration not stated)
38	-0.1%	4%	-1%	19%	5%	-7%	9%	-1.5%	-1.5%	COC(=O)[C@H](CCSC)NC(=O)[C@@H](Cc1cnc[nH]1)NC(=O)OCc1ccccc1
39	-0.2%	3%	0%	-6%	-1%	-9%	-4%	-0.8%	-5.5%	COC(=O)c1c(NC(=O)C(=O)NCCCN2CCOCC2)sc2c1CC(C)(C)OC2
40	-0.1%	2%	-2%	-16%	-4%	35%	7%	-1.6%	2.4%	O=C(C1CCC1)N1CCc2cc(S(=O)(=O)NCC3COc4ccccc4O3)ccc21 (configuration not stated)

no.	GPR55 beta-arrestin	GPR55 LPI antagonism	SIAH1 antagonists	KOR beta-arrestin-1	AID2073	NOD1 inhibition	GPR35 arrestin U2OS	HIV peptide binding	KOR beta-arrestin-2	structure
41	-0.1%	-7%	-4%	-43%	-5%	23%	-1%	0.7%	-0.4%	COc1cc(CNCCSc2nnnn2C)cc(OC)c1OC
42	-0.2%	15%	5%	34%	3%	-15%	4%	14%	-0.9%	COc1ccc(OC)c(N2Cc3cc(C)c(C)cc3C2)c1
43	0.2%	14%	3%	38%	-19%	-38%	6%	-1.8%	-0.5%	O=C(Nc1ccc2c(c1)OCO2)N1CCN(C/C=C/c2ccccc2)CC1
44	0.3%	-18%	-1%	-7%	0%	-8%	-17%	0.5%	-9.0%	Nc1ccc(C(=O)Nc2ccccc2C(=O)O)cc1
45	0.2%	1%	7%	-15%	-4%	-24%	-11%	3.3%	2.9%	COc1ccccc1NS(=O)(=O)c1cccc(N2CC(O)=C(c3ccccc3)C2=N)c1
46	0.1%	-1%	9%	-6%	0%	-31%	6%	0.6%	-1.6%	CCN(CC)CCCNC(=O)Cn1cnc2sc(C)c(S(=O)(=O)N3CCN(c4ncccn4)CC3)c2c1=O
47	-0.1%	12%	7%	-6%	-2%	9%	-11%	-0.5%	-4.2%	CC(=O)NC1=NN(C(C)=O)C(C)(c2ccc(Cl)s2)S1 (configuration not stated)
48	0.2%	0%	3%	-43%	22%	13%	.	6.4%	-1.3%	CCOc1cc2c3c(c1)C1(C(=O)N3C(C)(C)CC2C)C(C#N)=C(N)N2C(=C1C#N)Nc1ccccc12 (configuration not stated)
49	-0.2%	-1%	2%	6%	4%	-16%	13%	-2.1%	-7.4%	CC(=O)N(Cc1cc(=O)[nH]c2ccccc12)c1ccc(C)cc1
